Screens (PubChem BioAssay)
M1 agonist = M1 muscarinic receptor agonists, primary screen, CHO-M1 cells, Fluo-4 calcium, agonist mode. Muscarinic acetylcholine receptor M1. Fluo-4 calcium fluorescence; active compounds read high. B-score at 10 µM. 3% of 64,000 active;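 active = fluorescence rise, raw or as B-score row- and column-corrected plate score, outside the 99.7% band of its plate's samples, either direction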
S1P3 agonist = human S1P3 receptor agonists, primary screen, cell-based, primary and confirmation, NFAT-BLA reporter | activation, % at 4.5 µM | S1P3 NFAT-BLA reporter cells, agonism, FRET ratio; relative to 1 µM S1P, basal subtracted | AID 373, 2006 | 0.1% of 60,000 active | Sphingosine 1-phosphate receptor 3 (Homo sapiens), Q99500;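 active = activation above the screen-wide mean plus 3 SD, cut at about 4.5% in these data, passing the limit was not always enough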; also: some compounds called inactive have numbers as strong as hits
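Assay system: CHO cells stably expressing human S1P3, Gα16 and NFAT-β-lactamase reporter. Timing: overnight plating, 4 h compound 37 °C, 2 h substrate RT. Signal: β-lactamase FRET emission ratio 460/535 nm. Measure: percent activation versus median 1 µM S1P response, basal-subtracted, per plate. Repeats: primary screen single test, confirmation screen in triplicate.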
M1 antag = antagonists of rat M1 muscarinic receptor. Muscarinic acetylcholine receptor M1 (Rattus norvegicus), P08482. CHO-M1 cells, Fluo-4 calcium, ACh EC80 antagonist mode; active compounds read low. B-score at 10 µM. 3.4% of 64,000 active. AID 628, 2007;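 active = calcium fluorescence response, raw or row-and-column corrected B-score, differing from the plate sample mean either way at a set confidence level, mostly lower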
5HT1a antag = human 5-HT1a receptor antagonists, primary screen, cell-based, CHO, Ga15 NFAT-bla reporter; inhibition, % at 10 µM; 0.68% of 62,000 active; AID 612, 2007; 5-hydroxytryptamine receptor 1A (Homo sapiens), P08908; CHO 5-HT1a Ga15 NFAT-bla reporter, antagonist mode;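 active = inhibition above the mean of all tested compounds plus 3 SD, cut at about 43% in these data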;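 also: receptor stimulated by 5-CT agonist at 100 nM near EC80; beta-lactamase reporter measured by ratiometric fluorescence of a cleavable substrate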
Target sequence (P08908 whole entry, looked up): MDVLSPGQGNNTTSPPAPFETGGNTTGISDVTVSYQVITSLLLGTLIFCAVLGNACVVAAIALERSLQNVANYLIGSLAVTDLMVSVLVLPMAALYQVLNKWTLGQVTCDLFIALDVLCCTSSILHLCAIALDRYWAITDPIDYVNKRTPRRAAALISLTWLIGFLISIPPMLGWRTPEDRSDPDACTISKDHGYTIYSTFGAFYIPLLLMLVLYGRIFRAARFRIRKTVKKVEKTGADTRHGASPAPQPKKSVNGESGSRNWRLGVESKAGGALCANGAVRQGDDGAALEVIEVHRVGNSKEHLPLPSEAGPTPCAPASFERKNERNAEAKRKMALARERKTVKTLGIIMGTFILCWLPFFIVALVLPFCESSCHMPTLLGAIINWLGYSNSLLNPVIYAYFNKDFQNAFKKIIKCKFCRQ
S1P1 ag pot = S1P1 agonists and agonism potentiators, primary screen, cell-based, primary and confirmation screens, CRE-bla reporter | activation, % at 9.5 µM | S1P1 CRE-bla cells, forskolin, beta-lactamase FRET, potentiator mode; S1P1 agonist co-added at EC20, 2 nM; 100% = saturating reference agonist, 0% = basal | 0.57% of 56,000 active | Sphingosine 1-phosphate receptor 1 (Homo sapiens), P21453;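 active = activation above a cutoff set at the mean activation of all tested compounds plus 3 SD, cut at about 54% in these data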;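 also: forskolin at 4 µM as EC80 and the EC20 agonist is SEW2871; 100% = SEW2871 at its EC100 plus forskolin at EC80; some compounds past the cut are filed as inactive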
Target sequence (P21453 whole entry, looked up): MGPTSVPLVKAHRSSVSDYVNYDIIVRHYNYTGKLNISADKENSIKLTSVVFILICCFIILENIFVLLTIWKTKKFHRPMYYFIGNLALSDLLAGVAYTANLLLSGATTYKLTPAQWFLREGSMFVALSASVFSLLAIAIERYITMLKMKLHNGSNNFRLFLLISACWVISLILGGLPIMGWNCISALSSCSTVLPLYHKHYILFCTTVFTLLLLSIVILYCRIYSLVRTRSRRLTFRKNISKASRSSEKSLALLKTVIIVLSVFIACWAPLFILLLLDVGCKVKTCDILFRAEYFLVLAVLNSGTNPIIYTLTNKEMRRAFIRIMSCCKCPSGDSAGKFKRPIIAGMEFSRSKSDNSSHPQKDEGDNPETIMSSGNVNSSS
Jurkat viability = cytotoxicity toward Jurkat T cells, primary screen, cytotoxicity control, cell-based, Jurkat E6.1, 60K MLSMR library. Jurkat E6.1 viability, ATP luminescence, 48 h. inhibition, % at 4 µM. 1.2% of 56,000 active. AID 463, 2006;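 active = inhibition above the mean inhibition of all tested compounds plus 3 SD, cut at about 28% in these data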
5HT1a ag = human 5-HT1a receptor agonists, primary screen, cell-based, CHO, Ga15 NFAT-bla reporter; 5-hydroxytryptamine receptor 1A (Homo sapiens), P08908; CHO 5-HT1a Ga15 NFAT-bla reporter, FRET ratio; 0% basal, 100% maximal reference agonist; activation, % at 10 µM; 0.56% of 65,000 active;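 active = activation above the screen-wide mean activation plus 3 SD, cut at about 19% in these data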;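 also: 0% = DMSO wells and 100% = 5-CT at EC100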
HTR1E antagonist = 5-HT1E receptor antagonists, primary screen, cell-based, HTS. 5-hydroxytryptamine receptor 1E (Homo sapiens), P28566. CHO 5-HT1E Ga15 NFAT-bla reporter, FRET, antagonist. inhibition, % at 6 µM. 0.99% of 65,000 active;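 active = inhibition above a set limit, the mean inhibition across every tested compound plus 3 SD, cut at about 29% in these data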;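 also: signal is the 460 over 535 nm emission ratio of beta-lactamase substrate; 0% = agonist plus DMSO wells and 100% = wells without agonist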
HTR1E agonist = 5-HT1E receptor agonists, primary screen, cell-based, HTS; 5-hydroxytryptamine receptor 1E (Homo sapiens), P28566; CHO 5-HT1E Ga15 NFAT-bla reporter, FRET; 0% DMSO wells, 100% control agonist wells; activation, % at 6 µM; 0.69% of 65,000 active;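 active = activation above a set limit, the screen-wide mean activation plus 3 SD, cut at about 8.5% in these data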;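 also: 100% = positive control agonist at 1 µM giving full maximal response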
* hit, by the source's call; . = no result given.

No.	smiles	M1 agonist	S1P3 agonist	M1 antag	5HT1a antag	S1P1 ag pot
1	CN(C)C(=O)CSc1nnc2sc3ccccc3n12	0.41	-0.7	0.11	15	-8
2	CCCNS(=O)(=O)c1ccc(OCC(=O)Nc2ccccc2F)cc1	-0.7	-0.7	0.19	8	-3
3	COc1ccccc1-n1nc(C(=O)O)c2ccccc2c1=O	6.6*	-0.7	-0.049	5	-3
4	CC(C)Oc1ccc(C2CNC(=O)C2)cc1 (configuration not stated)	0.51	-0.8	0.0072	11	4
5	O=C1CCCCC1Sc1nnc(Cc2cccs2)n1CCc1ccccc1 (configuration not stated)	-1.8	-0.7	-0.61	17	13
6	O=C(O)CCS(=O)(=O)Cc1cccc(Cl)c1	-0.22	.	-1.6	-7	.
7	O=C(N1CCCCC1)C12CC3CC(C1)CC(C(=O)N1CCCCC1)(C3)C2	0.0032	-1.2	1.2	4	-14
8	COc1cccc(C(=O)Nc2cc(C)c3c(=O)oc4ccccc4c3n2)c1	-0.018	-1.2	-0.31	-12	-5
9	COc1cccc(NC(=O)CSc2nncn2N)c1	-0.35	-0.4	0.024	8	-2
10	CCOC(=O)c1cccc(NC(=O)CSc2nnc(-c3ccoc3C)n2CC)c1	-0.086	0.7	-1.3	-16	2
11	O=C(Nc1ccccc1)N(Cc1cccnc1)Cc1ccco1	0.12	0.5	-0.89	0	6
12	COc1cccc(C2C(C(=O)Nc3cccnc3)=C(C)Nc3nnnn32)c1OC (configuration not stated)	-0.15	-0.4	-0.19	1	10

No.	Jurkat viability	5HT1a ag	HTR1E antagonist	HTR1E agonist
1	6	-1.6	6	0.0
2	2	1.0	1	0.1
3	-6	-2.4	-3	-0.8
4	5	-1.3	13	0.1
5	-6	0.0	12	0.1
6	.	-3.5	5	-0.5
7	0	-1.4	0	-0.4
8	2	25*	2	-0.7
9	-3	-2.6	4	0.4
10	-1	-0.6	-1	-0.1
11	0	-0.9	6	11*
12	-2	-2.7	4	0.1

Continued:
No.	smiles	M1 agonist	S1P3 agonist	M1 antag	5HT1a antag	S1P1 ag pot
13	O=C(c1ccccc1)c1nnc(-c2ccncc2)o1	-1.1	-0.9	1.1	-10	7
14	Cc1ccnc(NS(=O)(=O)c2ccc(NC(=O)C3CCCNC3=O)cc2)n1 (configuration not stated)	-0.15	-1.1	0.56	8	6
15	CCCS(=O)(=O)NCc1cn2c(C)csc2n1	-0.49	-1.2	0.031	12	-26
16	C=CCSC1=C(C#N)C(c2cc(Br)c(O)c(OC)c2)CC(=O)N1 (configuration not stated)	0.038	-0.7	-0.066	-7	9
17	C/C(N)=C(/C#N)C(=O)CSc1nnc(Nc2c(C)cccc2C)s1	-1.5	-0.1	-0.33	3	-14
18	CN1CCN(C(=O)c2cnn(-c3ccccc3)c2NC(=O)c2cccs2)CC1	-0.95	-0.6	0.26	6	.
19	CSc1nc(C)cc(Oc2ccc(=O)n(C)n2)n1	-0.4	-1.7	-0.0068	9	.
20	Cc1ccnc(SCCn2c(N3CCN(c4ccccc4)CC3)nc3c2c(=O)[nH]c(=O)n3C)n1	6.4*	-0.6	0.053	-24	-14
21	O=C(CSc1ncnc2c1cnn2-c1ccccc1)Nc1ccc2c(c1)OCO2	1	-0.6	1.7	3	-9
22	CC(C)CC(=O)Nc1ccc(-c2cn3ccsc3n2)cc1	0.75	0.2	-0.31	6	-10
23	Cc1ccc(C)c(N2CCN(C(=O)C3CCN(S(=O)(=O)c4cccc5nsnc45)CC3)CC2)c1	0.91	-1.1	-0.34	18	5
24	CCC(=O)N1c2ccccc2NC2=C(C(=O)CCC2)C1c1cccnc1 (configuration not stated)	0.28	0.1	-0.57	-5	-11

No.	Jurkat viability	5HT1a ag	HTR1E antagonist	HTR1E agonist
13	-2	-2.9	-3	0.8
14	1	-0.5	6	0.8
15	-1	-2.2	11	1.3
16	-4	1.5	3	-0.1
17	11	-1.0	-3	-0.8
18	3	-1.3	11	0.6
19	5	-0.6	18	-1.1
20	4	-0.7	6	-0.5
21	-10	-3.5	2	0.0
22	6	-1.9	1	0.2
23	4	-1.6	9	0.6
24	-10	-0.1	-3	0.6

(cont.)
No.	smiles	M1 agonist	S1P3 agonist	M1 antag	5HT1a antag	S1P1 ag pot
25	CC1(C)CC(=O)c2sc(NC(=O)C3CC3)nc2C1	-0.79	0.2	0.22	-11	-18
26	CCCCCN=Cc1c(C)[nH]n(-c2nc3ccccc3s2)c1=O	-0.022	-0.5	-0.045	-12	-33
27	COc1ccc(Cl)cc1C(=O)CSc1nc(N)cc(N)n1	-0.16	0.2	1	-4	-6
28	CCCc1cc(=O)[nH]c(SCC(=O)CSc2nc(CCC)cc(=O)[nH]2)n1	0.46	-0.7	0.073	6	-5
29	COc1ccc(NC2C=CS(=O)(=O)C2)c(OC)c1 (configuration not stated)	0.5	0.2	0.67	-7	-9
30	Cc1cc(NCCCCO)n2c(nc3ccccc32)c1C#N	0.78	0.4	0.011	-8	-23
31	Cc1nc(SCc2cccc(F)c2)[nH]c(=O)c1C#N	0.018	1.3	1.1	-8	3
32	Cn1ncc(N)c1C(=O)Nc1cccc(C(F)(F)F)c1	0.22	0.0	-2.4	-8	5
33	COc1ccc(NC(=O)C2CCCN(S(=O)(=O)c3cccc4nonc34)C2)c(OC)c1 (configuration not stated)	.	.	.	4	.
34	CCOc1ccc2[nH]cc(C(=O)O)c(=O)c2c1	0.042	-1.0	0.083	6	1
35	CCOC(=O)c1c(NC(=O)CN2CCCCC2)sc2c1CCCC2O (configuration not stated)	0.41	-1.7	1.3	-24	-14
36	Cc1ccc(NC(=O)CN(c2ccc3c(c2)OCO3)S(=O)(=O)c2c(C)n[nH]c2C)cc1	-0.22	-0.9	-0.8	-7	-16

No.	Jurkat viability	5HT1a ag	HTR1E antagonist	HTR1E agonist
25	-2	-0.5	-6	0.1
26	56*	0.2	13	1.1
27	-4	-0.5	-1	-0.4
28	4	1.1	1	-0.7
29	0	-1.4	-3	-0.1
30	12	4.7	-9	1.0
31	1	-1.1	-17	0.0
32	1	45*	2	-0.6
33	.	-2.5	6	0.1
34	-6	0.3	-8	-1.6
35	11	-0.1	0	1.3
36	-4	1.8	-10	0.6

Additional structures
No.	smiles	M1 agonist	S1P3 agonist	M1 antag	5HT1a antag	S1P1 ag pot
37	CC(C)NC(=O)c1cc(-c2ccco2)on1	0.65	-0.1	-0.0093	-10	-16
38	N=C1C(c2nc(-c3ccc(F)cc3)cs2)=C(O)CN1CCCN1CCOCC1	-0.77	0.0	0.87	7	5
39	CCc1ccc(NC(=O)c2cc(-c3ccc(OC)cc3)on2)cc1	-1.3	.	0.75	-4	.
40	COc1ccc(C2C(C(=O)N3CCCC3)c3cc(OC)c(OC)cc3C(=O)N2C)cc1 (configuration not stated)	-0.49	.	0.025	-24	.
41	COC(=O)c1ccc(NC2=CC(=O)CC(C)(C)C2)cc1	-0.035	-0.5	0.004	-1	22
42	CC(=O)c1cc(C#N)c(SCc2ccncc2)nc1C	-1.9	-5.7	-0.49	.	-10
43	Cc1oc(-c2ccc(Cl)cc2)nc1CN1CCCC(C(=O)NCc2ccccn2)C1 (configuration not stated)	2	-0.5	0.018	2	5
44	Cn1c(=O)c2c(nc(NCc3cccnc3)n2Cc2cccc(C(F)(F)F)c2)n(C)c1=O	-0.27	-0.9	0.46	-3	14
45	Cc1ccc(CNC(=O)CCCNC(=O)c2ccc(Cl)cc2)n1C	-0.46	1.2	0.62	-5	-16
46	CN(C)CCC(=O)c1ccc(Cl)cc1	-0.026	-0.1	-0.052	5	-26
47	Cc1ccc(SCCNC(=O)CN(c2ccc3c(c2)OCO3)S(C)(=O)=O)cc1	-0.1	-0.7	0.74	5	11
48	O=C(Oc1cccc2cccnc12)c1cccs1	1	-0.1	0.53	-2	-18

No.	Jurkat viability	5HT1a ag	HTR1E antagonist	HTR1E agonist
37	-3	-3.5	-8	0.2
38	-3	2.4	9	0.0
39	.	0.8	7	0.0
40	.	0.1	0	0.2
41	0	-1.4	-5	1.6
42	.	0.4	12	-0.8
43	4	1.0	-2	0.7
44	17	4.5	-1	-0.9
45	-2	0.3	-4	-0.6
46	-4	-3.5	-6	0.8
47	-5	2.6	4	-1.0
48	-3	0.9	8	0.4

Given as labelled records: entries from further up
45: Cc1ccc(CNC(=O)CCCNC(=O)c2ccc(Cl)cc2)n1C
- M1 agonist = -0.46
- S1P3 agonist = 1.2
- M1 antag = 0.62
- 5HT1a antag = -5
- S1P1 ag pot = -16
- Jurkat viability = -2
- 5HT1a ag = 0.3
- HTR1E antagonist = -4
- HTR1E agonist = -0.6
46: CN(C)CCC(=O)c1ccc(Cl)cc1
- M1 agonist = -0.026
- S1P3 agonist = -0.1
- M1 antag = -0.052
- 5HT1a antag = 5
- S1P1 ag pot = -26
- Jurkat viability = -4
- 5HT1a ag = -3.5
- HTR1E antagonist = -6
- HTR1E agonist = 0.8
47: Cc1ccc(SCCNC(=O)CN(c2ccc3c(c2)OCO3)S(C)(=O)=O)cc1
- M1 agonist = -0.1
- S1P3 agonist = -0.7
- M1 antag = 0.74
- 5HT1a antag = 5
- S1P1 ag pot = 11
- Jurkat viability = -5
- 5HT1a ag = 2.6
- HTR1E antagonist = 4
- HTR1E agonist = -1.0
48: O=C(Oc1cccc2cccnc12)c1cccs1
- M1 agonist = 1
- S1P3 agonist = -0.1
- M1 antag = 0.53
- 5HT1a antag = -2
- S1P1 ag pot = -18
- Jurkat viability = -3
- 5HT1a ag = 0.9
- HTR1E antagonist = 8
- HTR1E agonist = 0.4

(list continues)
No.	smiles	M1 agonist	S1P3 agonist	M1 antag	5HT1a antag	S1P1 ag pot
49	Cc1ccccc1CSc1ncc(C#N)c(N)n1	-0.42	0.8	0.027	-18	1
50	CCOc1cc2[nH]c(=S)n(CCCN3CCOCC3)c(=O)c2cc1OCC	-0.026	.	0.29	6	.
51	Cc1nnc(SCC(=O)N2CCC(C(=O)Nc3nccs3)CC2)n1Cc1ccccc1	2.2	-0.3	-0.94	5	-6
52	Cc1cc(C)c2[nH]c(=O)c(CN(CC3CCCO3)C(=O)C3CCCO3)cc2c1 (configuration not stated)	0.94	-0.4	0.1	0	3
53	CC(=O)c1ccc(S(=O)(=O)NCCCC(=O)NCCc2ccccn2)cc1	1	-0.9	0.043	1	2
54	CC1=Nc2ccccc2NC(=O)C1Sc1nnc(C)s1 (configuration not stated)	0.14	-0.8	-0.12	6	-26

No.	Jurkat viability	5HT1a ag	HTR1E antagonist	HTR1E agonist
49	0	-2.4	12	0.0
50	.	-3.3	16	-1.0
51	-2	-1.4	9	0.1
52	-5	-1.0	-2	0.1
53	-5	-2.9	-3	0.8
54	4	-0.9	11	0.8
